Screens: PubChem BioAssay, several laboratories
NALP1 inh: blocks the NALP1 inflammasome reconstituted in yeast; S. cerevisiae NALP1/ASC/caspase-1 growth, X-gal OD620, 72 h; inhibition, % at 10 µM; 280,000 compounds, 0.61% hits; AID 2071; in the data active means inhibition mostly above about 24%, no sharp cut-off; inactive means mostly below about 32%; further: some compounds called inactive have numbers as strong as hits
PHOSPHO1 block: inhibitors of human PHOSPHO1 phosphatase. recombinant PHOSPHO1, absorbance phosphatase assay. inhibition, % at 13.3 µM. 290,000 compounds, 1.1% hits. AID 1565; in the data active means inhibition above about 60%
Target sequence (Q8TCT1 whole entry, looked up): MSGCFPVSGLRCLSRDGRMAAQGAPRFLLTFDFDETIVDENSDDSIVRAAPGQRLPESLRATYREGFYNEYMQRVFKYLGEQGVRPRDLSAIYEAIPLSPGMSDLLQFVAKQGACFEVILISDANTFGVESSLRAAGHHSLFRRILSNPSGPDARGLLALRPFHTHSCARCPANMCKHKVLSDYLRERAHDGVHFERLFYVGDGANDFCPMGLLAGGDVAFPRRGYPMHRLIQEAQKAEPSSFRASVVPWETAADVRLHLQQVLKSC
V1aR counter: counter-screen for oxytocin receptor agonists: human V1a receptor agonists. P37288. CHO-V1R cells, Fluo-8 calcium fluorescence, agonist mode; 0% DMSO, 100% 3 nM vasopressin. activation, % at 3 µM. 320,000 compounds, 0.25% hits. AID 2797;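 active means activation above the mean activation of all tested compounds plus 3 SD, per screening run, cut at about 20% in these data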;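 further: signal is peak over basal fluorescence ratio across a 100 second FLIPR read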
MEKK2 WT-MEK5: raises or lowers MEK5 binding to wildtype human MEKK2 PB1 domain. Q9Y2U5. bead flow cytometry, Alexa488-MEK5 binding to MEKK2 WT; actives lie on both sides. binding response (% of control), % at 10 µM. 290,000 compounds, 1.1% hits; in the data active means binding response below about 67% or above about 130%
GalR3 antagonist: human GalR3 antagonism; inhibition, % at 3 µM; HEK293 GalR3-CNG cAMP membrane potential fluorescence; galR3 body fused to GalR1 C-terminus; 360,000 compounds, 0.44% hits; O60755;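 active means inhibition above the screen-wide average plus 3 SD, cut at about 13% in these data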;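 further: forskolin and galanin both at EC90 stimulate the cells; cAMP rise reported by CNG channel membrane potential dye signal; 0% = forskolin plus galanin with DMSO and 100% = forskolin alone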
MEKK2 mut-MEK5: signal of MEK5 binding to mutant human MEKK2 PB1 domain; bead flow cytometry, Alexa488-MEK5 binding to MEKK2 mutant; percent response, % at 10 µM; 290,000 compounds, 0.35% hits; AID 1530; in the data active means percent response above about 24%, passing the limit was not always enough; further: inactives centre near 1; some results filed as inactive read as strong as hits; reference of the scale not given here
OXTR ag: agonists of human oxytocin receptor. P30559. CHO-OTR cells, Fluo-8 calcium fluorescence; normalized: DMSO 0%, oxytocin 100%. activation, % at 3 µM. 320,000 compounds, 0.32% hits. AID 2435;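 active means activation above the mean of all tested compounds plus 3 SD, cutoff set per screening run, cut at about 20% in these data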;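 further: peak over basal fluorescence ratio from a 100 s FLIPR kinetic read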
GPR7 antag: antagonists of human GPR7 (neuropeptides B/W receptor 1); 290,000 compounds, 1.1% hits; GPR7-expressing cells, fluorescence antagonist assay; AID 1861; inhibition, % at 4.4 µM; in the data active means inhibition above about 16%, passing the limit was not always enough;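 further: cells stimulated with the agonist NPW; 0% = agonist with vehicle and 100% = vehicle without agonist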
MEKK3 PB1 HTS: modulators (inhibitors or enhancers) of MEK5 binding to human MEKK3 PB1 domain. binding response (% of control), % at 10 µM. 290,000 compounds, 1.4% hits. Q99759. bead-based flow cytometry, Alexa488-MEK5 binding to MEKK3; actives lie on both sides; 0 = blocked by unlabeled MEK5, 100 = vehicle;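 active means binding response more than 3 SD above or below the average of its plate-row segment, actives on both sides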;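 further: Alexa488 bead fluorescence after subtracting the streptavidin-only scavenger bead signal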
Target sequence (Q99759 whole entry, looked up, the tested form may be a part): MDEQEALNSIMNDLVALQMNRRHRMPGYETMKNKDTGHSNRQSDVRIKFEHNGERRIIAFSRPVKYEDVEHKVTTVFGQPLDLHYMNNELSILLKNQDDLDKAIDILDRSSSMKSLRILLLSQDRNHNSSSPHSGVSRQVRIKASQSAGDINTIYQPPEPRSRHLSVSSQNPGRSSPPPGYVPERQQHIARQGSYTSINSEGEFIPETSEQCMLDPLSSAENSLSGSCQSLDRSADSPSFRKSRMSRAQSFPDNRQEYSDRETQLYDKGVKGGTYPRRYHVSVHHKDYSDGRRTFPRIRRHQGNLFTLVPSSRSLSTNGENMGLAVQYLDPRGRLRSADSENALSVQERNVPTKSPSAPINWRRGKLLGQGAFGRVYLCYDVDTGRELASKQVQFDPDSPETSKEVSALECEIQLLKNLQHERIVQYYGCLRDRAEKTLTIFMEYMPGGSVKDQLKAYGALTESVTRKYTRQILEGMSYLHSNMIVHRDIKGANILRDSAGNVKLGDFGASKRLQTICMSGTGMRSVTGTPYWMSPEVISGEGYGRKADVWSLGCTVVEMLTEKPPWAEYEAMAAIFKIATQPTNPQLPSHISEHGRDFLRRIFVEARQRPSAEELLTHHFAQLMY
Numbers without * were called inactive.

What do the screens show for `Cc1cc(Nc2ccccc2F)n2ncnc2n1`?
PHOSPHO1 block: 20; V1aR counter: 0.9; MEKK2 WT-MEK5: 97; GalR3 antagonist: -1; MEKK2 mut-MEK5: 2; OXTR ag: -0.6; GPR7 antag: -12; MEKK3 PB1 HTS: 99

How did CCN1C(=O)C(C(=O)c2ccccc2)SC1=S (configuration not stated) do in these assays?
NALP1 inh: -2; PHOSPHO1 block: 4; V1aR counter: -0.3; MEKK2 WT-MEK5: 94; MEKK2 mut-MEK5: -3; OXTR ag: 0.8; GPR7 antag: -6; MEKK3 PB1 HTS: 99

Results for O=C(Oc1cccc(NC(=O)c2cccs2)c1)c1cccc(S(=O)(=O)N2CCCC2)c1 ?
NALP1 inh: 8; PHOSPHO1 block: 0; V1aR counter: 2.3; MEKK2 WT-MEK5: 104; GalR3 antagonist: -5; MEKK2 mut-MEK5: 0; OXTR ag: 2.2; GPR7 antag: -4; MEKK3 PB1 HTS: 98

How did CC(=O)Nc1ccc(Cl)cc1C1COC(=O)C1=N (configuration not stated) do in these assays?
NALP1 inh: 11; PHOSPHO1 block: -11; V1aR counter: 0.7; MEKK2 WT-MEK5: 97; GalR3 antagonist: -4; MEKK2 mut-MEK5: -4; OXTR ag: 0.3; GPR7 antag: 8; MEKK3 PB1 HTS: 94

How did CCOc1cc(/C=C/c2nc3ccccc3s2)ccc1OCC(=O)N1CCOCC1 do in these assays?
NALP1 inh: 38; PHOSPHO1 block: -16; V1aR counter: 2.4; MEKK2 WT-MEK5: 105; GalR3 antagonist: -4; MEKK2 mut-MEK5: 1; OXTR ag: 3.3; GPR7 antag: 1; MEKK3 PB1 HTS: 104

How did c1ncn(C23CC4CC(CC(C4)C2)C3)n1 do in these assays?
NALP1 inh: 18; PHOSPHO1 block: 2; V1aR counter: 0.4; MEKK2 WT-MEK5: 85; GalR3 antagonist: -1; MEKK2 mut-MEK5: -4; OXTR ag: 0.3; GPR7 antag: -14; MEKK3 PB1 HTS: 83

Results for COCCN(CC1CCCN(C2Cc3ccccc3C2)C1)C(=O)CCC(N)=O (configuration not stated) ?
NALP1 inh: 12; PHOSPHO1 block: -34; V1aR counter: -0.9; MEKK2 WT-MEK5: 116; GalR3 antagonist: -13; MEKK2 mut-MEK5: 5; OXTR ag: -2.8; GPR7 antag: -20; MEKK3 PB1 HTS: 107

What do the screens show for `COc1ccc(CNC(=O)C2CCN(S(=O)(=O)c3cccc4nsnc34)CC2)cc1`?
NALP1 inh: 4; PHOSPHO1 block: 7; V1aR counter: 0.9; MEKK2 WT-MEK5: 104; GalR3 antagonist: -8; MEKK2 mut-MEK5: 1; OXTR ag: -0.1; GPR7 antag: -7; MEKK3 PB1 HTS: 102

What do the screens show for `O=C(CSc1nnc(-c2cccnc2)o1)Nc1ccc(Br)cc1`?
NALP1 inh: 4; PHOSPHO1 block: 31; V1aR counter: 0.9; MEKK2 WT-MEK5: 102; GalR3 antagonist: -9; MEKK2 mut-MEK5: 8; OXTR ag: 0.8; GPR7 antag: -1; MEKK3 PB1 HTS: 103

What do the screens show for `CCc1ccc(CN2CCC(n3nccc3NC(=O)Cc3ccccc3)CC2)o1`?
NALP1 inh: 1; PHOSPHO1 block: 32; MEKK2 WT-MEK5: 106; GalR3 antagonist: -2; MEKK2 mut-MEK5: 3; GPR7 antag: -6; MEKK3 PB1 HTS: 103

Results for Cc1cc(C)n(-c2nc3nonc3nc2-n2nc(C)cc2C)n1 ?
NALP1 inh: 21; PHOSPHO1 block: -3; V1aR counter: 0.4; MEKK2 WT-MEK5: 90; GalR3 antagonist: 1; MEKK2 mut-MEK5: -12; OXTR ag: 0.7; GPR7 antag: -1; MEKK3 PB1 HTS: 83

What do the screens show for `O=C(Cc1ccc(S(=O)(=O)N2CCCCC2)s1)Nc1cccc2ccccc12`?
NALP1 inh: 32; PHOSPHO1 block: -2; V1aR counter: 2.2; MEKK2 WT-MEK5: 96; GalR3 antagonist: 3; MEKK2 mut-MEK5: -2; OXTR ag: -0.9; GPR7 antag: -8; MEKK3 PB1 HTS: 99

How did COc1cc(C2NC(=O)NC(C)=C2C(=O)OCC2CCCO2)cc(OC)c1OC (configuration not stated) do in these assays?
NALP1 inh: 1; PHOSPHO1 block: 33; V1aR counter: -0.5; MEKK2 WT-MEK5: 107; GalR3 antagonist: 1; MEKK2 mut-MEK5: -6; OXTR ag: -0.8; GPR7 antag: 0; MEKK3 PB1 HTS: 107

Results for O=C(CC(Nc1ccc(F)cc1)c1ccccc1)c1ccccc1 (configuration not stated) ?
NALP1 inh: 19; PHOSPHO1 block: -14; V1aR counter: -1.1; MEKK2 WT-MEK5: 107; GalR3 antagonist: -2; MEKK2 mut-MEK5: 4; OXTR ag: -2.0; GPR7 antag: -8; MEKK3 PB1 HTS: 108

How did CCOc1cc(CN2CCC(CO)(Cc3cccc(C(F)(F)F)c3)CC2)ccc1OC do in these assays?
NALP1 inh: -4; PHOSPHO1 block: 27; V1aR counter: 2.3; MEKK2 WT-MEK5: 109; GalR3 antagonist: -4; MEKK2 mut-MEK5: 4; OXTR ag: 6.7; GPR7 antag: 0; MEKK3 PB1 HTS: 102

Results for COc1ccc(NC(=O)c2ccc3nc(-c4ccccc4)c(-c4ccccc4)nc3c2)c(OC)c1 ?
NALP1 inh: 21; PHOSPHO1 block: -19; V1aR counter: 0.5; MEKK2 WT-MEK5: 105; GalR3 antagonist: 4; MEKK2 mut-MEK5: -1; OXTR ag: -0.2; GPR7 antag: 2; MEKK3 PB1 HTS: 97

What do the screens show for `Cc1ccccc1NC(=O)CN1C(=O)N/C(=C\c2cccn2-c2cccc(C(=O)O)c2)C1=O`?
NALP1 inh: -8; PHOSPHO1 block: 2; V1aR counter: -0.4; MEKK2 WT-MEK5: 101; GalR3 antagonist: -1; MEKK2 mut-MEK5: -2; OXTR ag: -0.3; GPR7 antag: -6; MEKK3 PB1 HTS: 101

How did Cc1nnc(SCC(=O)Nc2ncc(Cl)cc2Cl)n1Cc1ccccc1 do in these assays?
NALP1 inh: -14; PHOSPHO1 block: 51; V1aR counter: 0.8; MEKK2 WT-MEK5: 101; GalR3 antagonist: 0; MEKK2 mut-MEK5: 6; OXTR ag: -0.4; GPR7 antag: -1; MEKK3 PB1 HTS: 99

What do the screens show for `COc1ccccc1N1CCN(C(=O)c2cc(-c3ccc(Cl)cc3)on2)CC1`?
NALP1 inh: -2; PHOSPHO1 block: 21; V1aR counter: 1.2; MEKK2 WT-MEK5: 96; GalR3 antagonist: 6; MEKK2 mut-MEK5: -6; OXTR ag: 0.7; GPR7 antag: -2; MEKK3 PB1 HTS: 99

How did Cc1cc(=O)n2[nH]c(NCc3c(F)cccc3Cl)nc2n1 do in these assays?
NALP1 inh: 12; PHOSPHO1 block: 37; V1aR counter: -0.2; MEKK2 WT-MEK5: 101; GalR3 antagonist: 3; MEKK2 mut-MEK5: 1; OXTR ag: 0.2; GPR7 antag: -4; MEKK3 PB1 HTS: 99

Results for C=CCn1c2ccccc2c2nnc(SCCN3CCCCC3)nc21 ?
NALP1 inh: 23; PHOSPHO1 block: -19; V1aR counter: -0.3; MEKK2 WT-MEK5: 123; GalR3 antagonist: -7; MEKK2 mut-MEK5: 11; OXTR ag: -1.3; GPR7 antag: -24; MEKK3 PB1 HTS: 96

What do the screens show for `O=C(c1ccco1)N1CCN(c2ncnc3c(-c4ccc(Cl)cc4)nsc23)CC1`?
NALP1 inh: 8; PHOSPHO1 block: 27; V1aR counter: 0.4; MEKK2 WT-MEK5: 102; MEKK2 mut-MEK5: 4; OXTR ag: 4.7; GPR7 antag: 4; MEKK3 PB1 HTS: 103

How did O=C(NCCC1=CCCCC1)C1CCN(S(=O)(=O)c2cccc3nsnc23)CC1 do in these assays?
NALP1 inh: 7; PHOSPHO1 block: 18; V1aR counter: 2.5; MEKK2 WT-MEK5: 96; GalR3 antagonist: 0; MEKK2 mut-MEK5: 3; OXTR ag: 4.5; GPR7 antag: -8; MEKK3 PB1 HTS: 95

How did CCOc1cc(N2CCOCC2)c(OCC)cc1NC(=O)COC(=O)CCc1c[nH]c2ccccc12 do in these assays?
PHOSPHO1 block: 34; V1aR counter: 1.4; MEKK2 WT-MEK5: 90; GalR3 antagonist: -3; MEKK2 mut-MEK5: -11; OXTR ag: 0.7; GPR7 antag: 3; MEKK3 PB1 HTS: 87

Entries from the list above that contain an NH in an aromatic ring (2):
How did Cc1cc(=O)n2[nH]c(NCc3c(F)cccc3Cl)nc2n1 do in these assays?
NALP1 inh: 12; PHOSPHO1 block: 37; V1aR counter: -0.2; MEKK2 WT-MEK5: 101; GalR3 antagonist: 3; MEKK2 mut-MEK5: 1; OXTR ag: 0.2; GPR7 antag: -4; MEKK3 PB1 HTS: 99

How did CCOc1cc(N2CCOCC2)c(OCC)cc1NC(=O)COC(=O)CCc1c[nH]c2ccccc12 do in these assays?
PHOSPHO1 block: 34; V1aR counter: 1.4; MEKK2 WT-MEK5: 90; GalR3 antagonist: -3; MEKK2 mut-MEK5: -11; OXTR ag: 0.7; GPR7 antag: 3; MEKK3 PB1 HTS: 87

Next entries follow.
Results for Cc1ccc(S(=O)(=O)N(c2ccccc2)C2CCS(=O)(=O)C2)cc1 (configuration not stated) ?
NALP1 inh: 18; PHOSPHO1 block: -7; V1aR counter: 0.6; MEKK2 WT-MEK5: 104; GalR3 antagonist: 2; MEKK2 mut-MEK5: 4; OXTR ag: 0.5; GPR7 antag: -8; MEKK3 PB1 HTS: 99

Results for COc1ccccc1NC(=S)NC(NC(=O)C(C)C)C(Cl)(Cl)Cl (configuration not stated) ?
NALP1 inh: 0; PHOSPHO1 block: 21; V1aR counter: 0.7; MEKK2 WT-MEK5: 78; GalR3 antagonist: -2; MEKK2 mut-MEK5: -11; OXTR ag: -0.2; GPR7 antag: 13; MEKK3 PB1 HTS: 81

What do the screens show for `C#CCOc1ccc(C2C3=C(CC(C)(C)CC3=O)N(CC(=O)O)C3=C2C(=O)CC(C)(C)C3)cc1OC`?
NALP1 inh: 1; PHOSPHO1 block: 24; V1aR counter: 0.1; MEKK2 WT-MEK5: 101; GalR3 antagonist: -7; MEKK2 mut-MEK5: -1; OXTR ag: -0.3; GPR7 antag: -2; MEKK3 PB1 HTS: 101

Results for CCOC(=O)c1sc(NC(=O)CN2CCCC2)c(C(=O)OCC)c1C ?
NALP1 inh: 9; PHOSPHO1 block: -31; V1aR counter: 0.0; GalR3 antagonist: 2; OXTR ag: -1.8; GPR7 antag: -10

Results for COc1ccc(C)cc1S(=O)(=O)Nc1cccc(C)c1 ?
NALP1 inh: 0; PHOSPHO1 block: 32; V1aR counter: -0.1; MEKK2 WT-MEK5: 96; GalR3 antagonist: 2; MEKK2 mut-MEK5: -5; OXTR ag: -0.2; GPR7 antag: 3; MEKK3 PB1 HTS: 97

What do the screens show for `CCc1cc(C(=O)NNC(=S)Nc2ccccc2C)cs1`?
NALP1 inh: 10; PHOSPHO1 block: -8; V1aR counter: 0.0; MEKK2 WT-MEK5: 103; GalR3 antagonist: -3; MEKK2 mut-MEK5: 3; OXTR ag: 0.4; GPR7 antag: -12; MEKK3 PB1 HTS: 96

What do the screens show for `NS(=O)(=O)c1ccc(CCNC(=O)c2ccc(Cl)nc2)cc1`?
NALP1 inh: 8; PHOSPHO1 block: 31; V1aR counter: 0.1; MEKK2 WT-MEK5: 102; GalR3 antagonist: -12; MEKK2 mut-MEK5: 11; OXTR ag: 0.1; GPR7 antag: 2; MEKK3 PB1 HTS: 100
